HT1080 IDH1KD tx – qHTS for induction of synthetic lethality in tumor cells producing 2HG: qHTS for the HT-1080-IDH1KD cell line | HT-1080 IDH1 knockdown viability, ATP luminescence, 48 h | hit rate 2% among 360,000 | Potency, µM (series often up to 46.1 µM), inactives show at the highest dose activity, negative = toxicity, usual class: cytotoxic;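 further: potency means the concentration at half of the fitted maximal effect; 0% = DMSO wells and -100% = cell-free medium wells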
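Cytotoxicity counter-line: IDH1KD HT-1080, 48 h, CellTiter-Glo. Curves classed by r2, magnitude and activity.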
ATXN viability – Viability Counterscreen for Primary qHTS for Inhibitors of ATXN expression; S2 cells (HEK-293 line with an ATXN2-luciferase reporter) viability, CellTiter-Fluor protease fluorescence, 24 h; Potency, µM (top dose mostly 56.7 µM), usual class: cytotoxic; hit rate 0.49% among 400,000; AID 651635, 2014; further: potency means the concentration at half of the fitted maximal effect; nearly all actives have a fitted effect of over 40% in size
ATXN2 expr inh – Primary qHTS for Inhibitors of ATXN expression. hit rate 0.72% among 360,000. HEK-293 ATXN2-luciferase reporter, luminescence, 24 h. Potency, µM (series often up to 57 µM), inactives show at the top dose activity change, negative = inhibition, hits mostly inhibitors; further: potency means the concentration at half of the fitted maximal effect; on the % scale 0 is the no-effect control and ±100 the full control effect; nearly all actives have a fitted effect of over 55% in size
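qHTS (up to 57 uM final) was run with 24 h compound exposure of reporter cells at 37 °C. Each well was multiplexed: SteadyGlo luminescence measured ATXN2-luciferase expression after a fluorogenic Gly-Phe-AFC viability readout (25 uM final).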
MCF10A rereplic – A quantitative high throughput screen for small molecules that induce DNA re-replication in MCF 10a normal breast cells | hit rate 2.9% among 350,000 | MCF 10A DNA re-replication, Hoechst nuclear intensity, 48 h | AID 624296, 2012 | Potency, µM (top dose mostly 46.1 µM), inactives show at the highest dose activity, positive = re-replication, hits mostly activators; further: potency means the concentration at half of the fitted maximal effect; % of control where 0% means no effect; nearly all actives have a fitted effect of over 50% in size
KB-V1 cytotox – qHTS assay for MDR1-selective chemotherapeutics: Primary screen using the drug-selected MDR subline cells KB-V1; hit rate 3.4% among 400,000; AID 1347076, 2019; KB-V1 MDR cells viability, CellTiter-Glo, 72 h; Potency, µM (doses to about 46.1 µM), for inactives: top-dose activity change, negative = cytotoxicity, most hits filed as cytotoxic; further: potency means the concentration at half of the fitted maximal effect; on the % scale 0 is the no-effect control and ±100 the full control effect; nearly all actives have a fitted effect of over 60% in size
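Luminescent ATP read-out (CellTiter-Glo, 10 min) measures survival of drug-selected KB-V1 MDR cells after 72 h, 37 degrees C compound exposure. Medium: phenol-red-free DMEM, 10% FBS. Values from fitted concentration-response curves.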
SW480 rereplic – A quantitative high throughput screen for small molecules that induce DNA re-replication in SW480 colon adenocarcinoma cells; Potency, µM (highest dose often 46.1 µM), without a hit: top-dose re-replication activation, most hits filed as activators; AID 624297, 2012; SW480 DNA re-replication, Hoechst DNA content imaging, 48 h; hit rate 1.8% among 340,000; further: potency means the concentration at half of the fitted maximal effect; % of control where 0% means no effect; nearly all actives have a fitted effect of over 55% in size
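DNA re-replication was detected as more nuclei of elevated Hoechst intensity after 48 hr exposure to compound (23 nL pinned per well of 250 cells).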
HT1080-NT tox – qHTS for induction of synthetic lethality in tumor cells producing 2HG: qHTS for the HT-1080-NT fibrosarcoma cell line; AID 686970, 2013; Potency, µM (highest dose often 46.1 µM), without a hit: at the top dose activity, negative = less viability, most hits filed as cytotoxic; hit rate 1.6% among 360,000; HT-1080-NT fibrosarcoma viability, CellTiter-Glo ATP luminescence, 48 h;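 further: NT is the 2HG producing partner of a matched IDH1 knockdown line; potency means the concentration at half of the fitted maximal effect; 0% = DMSO-treated cells and -100% = media-only wells without cells; nearly all actives have a fitted effect of over 55% in size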
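Compounds were tested in concentration-response format on HT-1080-NT cells for 48 hours at 37 degrees C. Cell viability came from CellTiter-Glo luminescence; curves were classified by r2, response magnitude and activity.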
KB-3-1 cytotox – qHTS assay for MDR1-selective chemotherapeutics: Primary screen using the parental adenocarcinoma cell KB-3-1; hit rate 1.4% among 400,000; AID 1347075, 2019; KB-3-1 viability, CellTiter-Glo ATP luminescence, 72 h; Potency, µM (doses to about 46.1 µM), for the others: top-dose activity change, negative = cytotoxic, actives largely listed as cytotoxic; further: potency means the concentration at half of the fitted maximal effect; on the % scale 0 is the no-effect control and ±100 the full control effect; nearly all actives have a fitted effect of over 60% in size
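Here the drug-naive KB-3-1 line serves as comparator for MDR sub-line selectivity; cells received compound titrations, 72 h at 37 °C, then CellTiter-Glo readout.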
IL1B secr inh – qHTS for Inhibitors of Inflammasome Signaling: IL-1-beta AlphaLISA Primary Screen; AID 743279, 2014; hit rate 4.7% among 360,000; activity change, % at 57.5 µM; THP-1 LPS/ATP IL-1B secretion, AlphaLISA, 16 h; stronger effect = lower value; in the data active means activity change below about -50%; inconclusive means mostly about -30% to -49%; further: on the % scale 0 is the no-effect control and ±100 the full control effect
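Secreted IL-1B measured by AlphaLISA bead assay after 16 h compound exposure of THP-1 cells; compounds (final up to 57.5 uM) added 1 h before LPS (250 ng/mL) and ATP (1.25 mM) stimulation; lower signal means less secretion.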
Numbers without * were called inactive; i = inactive; ? = inconclusive; . = not tested or not shown; [ ] = dose if it differs, or a comment. Unless noted, the call rests on the fitted dose curve; in most records, active means well fitted curve in the direction sought with a large enough effect; inconclusive means small, poorly fitted or top-dose-only effect, or another doubt; inactive means no such curve, though single readings can be large; an effect the other way counts as inactive or inconclusive.

Every second line gives: HT1080 IDH1KD tx, ATXN viability, ATXN2 expr inh, MCF10A rereplic, KB-V1 cytotox, SW480 rereplic, HT1080-NT tox, KB-3-1 cytotox, IL1B secr inh
C#CC(=O)N(c1cccc(OC)c1)C(C(=O)NC1CCCC1)c1cccs1 (centres undefined)
 : 40µM*, 1.6µM*, 1.6µM*, -2%, -2%, -9%, 0.25µM*, -1%, -102*
O=C(Oc1ccc2ccc(=O)oc2c1)c1ccco1
 : 6%, ?, -8%, -2%, 2%, -4%, -6%, -5%, 10
CCC1CCCCN1C(=O)C(=O)c1cn(CC(=O)N(CC)CC)c2ccccc12 (centres undefined)
 : 2%, i, -7%, -1%, 13%, -1%, -5%, 12%, -2
CC(=O)Nc1cccc(NC(=O)CSc2nc(=O)n3cccc(C)c3n2)c1
 : 4%, ?, 5%, -2%, 27%, -10%, 3%, 5%, -5
CO/N=C(\C(=O)O)c1csc(NN=C(C)C)n1
 : -30%, ?, -6%, -1%, 0%, 0%, -25%, 17%, -1
Cc1ccc(Cn2c(CN3CCOCC3)nc3c2c(=O)n(C)c(=O)n3C)cc1
 : 3%, i, 10%, 16%, ?, -3%, -9%, -9%, 2
COc1cc(OC)cc(C(=O)Nc2nnc(SCC(=O)NCc3ccco3)s2)c1
 : 0%, i, 20%, 8%, 11%, -8%, -1%, 3%, 8
Cc1c(/C=N\NC(=O)c2cc3ccccc3o2)c2ccccc2n1C
 : 18µM*, i, ., 6.5µM*, ?, 9.2µM*, ?, 8.2µM*, 34
Cc1ccc(S(=O)(=O)N2CCN(C(C)C)CC2)cc1
 : 8%, i, -6%, 13%, 6%, -1%, 19%, 4%, -15
Cc1ccc(C(=O)Nc2ccccc2C(=O)N2CCCCC2C)cc1 (centres undefined)
 : -1%, i, 11%, -2%, ., -7%, 0%, ., 11
C=CCn1c(SCc2nc3ccccc3c(=O)[nH]2)nnc1-c1cc2cc(Cl)ccc2o1
 : 8%, ?, -34%, -2%, -5%, 1%, 8%, -2%, 9
CC(C)N(C(=O)COC(=O)c1cccnc1Cl)c1ccccc1
 : -1%, i, -18%, 7%, -9%, 0%, -1%, 14%, 8
Cc1cccc(Cc2nnc(CCC(=O)N(C)CCc3ccccc3)o2)c1
 : 2%, i, 35%[activator], 0%, -14%, -2%, -10%, -1%, 0
Cc1ccc(CN2C(=O)CSCC2(C)C(=O)Nc2c(C)cccc2C)cc1 (centres undefined)
 : 4%, ., ., ., -23%, ., -3%, -10%, -17
CN(CC(=O)Nc1cccc(F)c1)C(=O)COc1ccc2c(c1)CCC2
 : -24%, ?, ., 6%, -11%, 1%, -7%, -1%, -29
CCCCn1c(N)c(N(CCOC)C(=O)CSCC(=O)Nc2cccc(C)c2)c(=O)[nH]c1=O
 : 8%, i, -4%, -5%, -9%, -6%, 5%, ?, 10
Cc1cc2nc(CCN(Cc3cccnc3)C(=S)Nc3ccc(F)cc3)[nH]c2cc1C
 : -29%, ?, -12%, 28%, -8%, ?, ?, -4%, ?
CCCN1CCN(S(=O)(=O)c2ccc3c(c2)CC(C)N3C(=O)C2CC2)CC1 (centres undefined)
 : -10%, i, -12%, 3%, ?, -2%, -6%, -14%, 12
O=C(NCCc1ccc(Cl)cc1)C1COc2ccccc2C1 (centres undefined)
 : ., ?, -23%, ., 1%, ., ., -2%, .
COc1cc(OC)cc(C(=O)N[C@H](C(=O)OCC(=O)Nc2ccc(OC)c(OC)c2)C(C)C)c1
 : 0%, i, -26%, 1%, -4%, -4%, -15%, -1%, 10
Cc1nn(S(=O)(=O)c2ccc(C(C)C)cc2)c(C)c1S(=O)(=O)N1CCCCCC1
 : ., i, 13%, ., ?, ., ., 13%, .
CC(C)(C)OC(=O)NCCC(=O)N/N=C/c1cccc2nccnc12
 : -10%, i, -1%, 14%, -10%, -7%, -11%, 4%, 12
CC(C)c1ccc(NC(=O)CN(Cc2ccccc2)S(C)(=O)=O)cc1
 : -13%, i, -21%, ?, -15%, ?, -23%, -5%, -20
CCn1c(COc2ccc(=O)n(-c3ccccc3)n2)nnc1SCc1ccc(OC)cc1
 : 1%, i, 10%, 1%, 18µM*, 4%, 4%, -3%, 4
O=C(COc1ccc(Cl)cc1Cl)NCCCn1ccnc1
 : 14%, i, 0%, 14%, -1%, -13%, 2%, -1%, -5
Cc1ccc(S(=O)(=O)N2CCOCC2)cc1NC(=O)COC(=O)c1cc(=O)c2ccccc2o1
 : 12%, i, -9%, 0%, 25%, -5%, 14%, 9%, 14
COC(=O)c1ccccc1S(=O)(=O)NNC(=O)c1nn(C)c(=O)c2ccccc12
 : 15%, i, -4%, 1%, 15%, -1%, -1%, 18%, -11
COc1ccc(C(C)=O)cc1CN1C(=O)C(C)ON=C1c1cccc(C(F)(F)F)c1 (centres undefined)
 : 3%, i, 19%, ., ?, ., 7%, 3%, -22
NC(=O)c1ccsc1NC(=O)CSc1ccccc1F
 : 0%, i, 50%[activator], -3%, -8%, -7%, 0%, -7%, ?
CCc1ccc(-n2c(=O)c3c4c(sc3n(CC(=O)NCCCOC)c2=O)CCCC4)cc1
 : ., i, -4%, ., -2%, ., ., -2%, .
Nc1nc(SCC(=O)Nc2cc(C(F)(F)F)ccc2Cl)[nH]c(=O)c1NC(=O)c1ccco1
 : 3%, i, 0%, 1%, 0%, 1%, 4%, 26%, 0
NC(=O)COC(=O)c1ccccc1SCC(=O)NC1CCCCCCC1
 : 0%, i, 0%, 1%, 16%, -1%, 4%, 4%, 8
CCN(CC)CCCNC(=O)c1cn(C)c2ccc(S(=O)(=O)N(C)C)cc2c1=O
 : 6%, i, 7%, 2%, 27%, 0%, -1%, 13%, 3
CCN(CC)C(=O)CNc1ccc(C(F)(F)F)cc1[N+](=O)[O-]
 : 6%, ?, 4%, 4%, 26%, -1%, 6%, 4%, -6
O=C(NCc1ccccn1)C1CCN(S(=O)(=O)c2ccc(Br)cc2)CC1
 : 1%, i, -19%, ?, 5%, -6%, -4%, 15%, -18
O=C(Nc1cccc(S(=O)(=O)NC2=NCCCCC2)c1)c1cc(-c2ccccc2)nc2ccccc12
 : 2%, i, -4%, ?, -28%, -5%, -1%, -5%, -21
O=C1OCCOC2CCCc3oc(C4=CCCCC4)c1c32 (centres undefined)
 : 0%, i, 0%, ., 15%, ., 10%, 0%, 32
CC(C)[C@H](NS(=O)(=O)c1cccc(Cl)c1)C(=O)OCC(=O)NC(=O)CN1CCCC1=O
 : 6%, ?, ., -3%, ?, 0%, 3%, 8%, 20
CN1CCN(S(=O)(=O)c2cccc(C(=O)N3CCN(c4ccccc4)CC3)c2)CC1
 : 0%, i, 9%, 22%, 1%, -18%, 0%, -1%, 3
CCOC(=O)CCCNC(=O)CN1C(=O)NC(CCc2ccccc2)C1=O (centres undefined)
 : 13%, i, 7%, -3%, 14%, -4%, -2%, 1%, 7
COc1ccc(C(=O)/C(C#N)=N/Nc2ccc([N+](=O)[O-])cc2)cc1
 : 5.8µM*, ., ., ?, 8.2µM*, ?, ?, 2.3µM*, 77
CNc1cnn(-c2ccccc2)c(=O)c1Cl
 : 23%, i, -1%, -52%[inhibitor], 16%, -3%, 16%, 0%, 4
Cc1ccc(NC(=O)CN(C)C(=O)COc2cccc3cccnc23)cc1
 : -1%, ?, -7%, 1%, 1%, 5%, -2%, -3%, -6
C=CCOc1cccc(/C=C/c2nc3ccccc3c(=O)[nH]2)c1
 : ?, i, 21%, 29%, 5%, ?, ?, -1%, -29
CO/N=C(/COc1ccc(F)cc1)c1ccc(OC)cc1
 : 1%, i, 3%, -1%, -1%, -4%, 3%, 0%, -2
CCCCC(CC)CNC(=O)CCS(=O)(=O)c1cccc2nsnc12 (centres undefined)
 : -6%, i, -21%, ?, 0%, -2%, 5%, 0%, 25
CCOC(=O)N1CCN(S(=O)(=O)N2CCCC(C(=O)NCc3ccc(C)cc3)C2)CC1 (centres undefined)
 : 8%, i, ., ., ?, ., 1%, -14%, -15
CCc1cc(=O)[nH]c(SCC(=O)NCc2ccc3c(c2)OCO3)n1
 : 7%, i, 2%, 3%, 35%, -5%, 10%, 12%, 14
CC(C)(C)c1ccc(OCC(O)CSc2ncn[nH]2)cc1 (centres undefined)
 : ?, i, -2%, 1%, -28%, 1%, -29%, 13%, 5
COc1cccc(NC(=O)CN(C)C(=O)c2cc(-c3ccccc3)nc3ccc(C)cc23)c1
 : -11%, i, -8%, ?, -30%, ?, ?, -14%, -5

Next structures follow.
Every second line gives: HT1080 IDH1KD tx, ATXN viability, ATXN2 expr inh, MCF10A rereplic, KB-V1 cytotox, SW480 rereplic, HT1080-NT tox, KB-3-1 cytotox, IL1B secr inh
CC(C)Oc1cccc(C(=O)Nc2ncn[nH]2)c1
 : 0%, i, -1%, -3%, 16%, 1%, 5%, 17%, 18
COc1ccc(CC(=O)Nc2cccc3ccccc23)cc1OC
 : -8%, i, ?, 0%, -11%, -74%[inhibitor], 0%, -3%, 2
O=C(Nc1ccccc1C(=O)NC(Cc1ccccc1)C(=O)NC1CCCCCC1)c1ccccc1 (centres undefined)
 : -3%, i, 1%, ?, -5%, 23%, -6%, -7%, -15
Cn1cc(Cl)c(/C(N)=N/OC(=O)c2ccccc2C(F)(F)F)n1
 : -1%, i, 41%[activator], 5%, 0%, -4%, 0%, 13%, -10
CCOC(=O)CSc1ccc(-c2nc3cc(C)c(C)cc3[nH]2)cn1
 : -13%, i, 11%, 1%, 5%, -7%, -4%, -2%, -12
CCOC(=O)C1CCN(C(=O)CCS(=O)(=O)c2cc3c(cc2Cl)NC(=O)CO3)CC1
 : ., i, -8%, ., ?, ., ., ?, .
CCOC(=O)Cn1c(C2CC(=O)N(c3ccc(C)cc3)C2)nc2ccccc21 (centres undefined)
 : ., i, 9%, ., 7%, ., ., 0%, .

Screening results as filed in PubChem BioAssay.
